ADAM17 inh: ADAM17 inhibitors, primary screen, biochemical, QFRET; Disintegrin and metalloproteinase domain-containing protein 17 (Homo sapiens), P78536; recombinant ADAM17, EDANS/DABCYL FRET peptide cleavage; inhibition, % at 6.95 µM; 370,000 tested, 0.83% active;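 active = inhibition above the mean of compounds lying between control limits plus 3 SD, set per campaign, cut at about 8.5% in these data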;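 also: 0% = DMSO-only wells as the low control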
Target sequence (P78536 215-824 limits assumed): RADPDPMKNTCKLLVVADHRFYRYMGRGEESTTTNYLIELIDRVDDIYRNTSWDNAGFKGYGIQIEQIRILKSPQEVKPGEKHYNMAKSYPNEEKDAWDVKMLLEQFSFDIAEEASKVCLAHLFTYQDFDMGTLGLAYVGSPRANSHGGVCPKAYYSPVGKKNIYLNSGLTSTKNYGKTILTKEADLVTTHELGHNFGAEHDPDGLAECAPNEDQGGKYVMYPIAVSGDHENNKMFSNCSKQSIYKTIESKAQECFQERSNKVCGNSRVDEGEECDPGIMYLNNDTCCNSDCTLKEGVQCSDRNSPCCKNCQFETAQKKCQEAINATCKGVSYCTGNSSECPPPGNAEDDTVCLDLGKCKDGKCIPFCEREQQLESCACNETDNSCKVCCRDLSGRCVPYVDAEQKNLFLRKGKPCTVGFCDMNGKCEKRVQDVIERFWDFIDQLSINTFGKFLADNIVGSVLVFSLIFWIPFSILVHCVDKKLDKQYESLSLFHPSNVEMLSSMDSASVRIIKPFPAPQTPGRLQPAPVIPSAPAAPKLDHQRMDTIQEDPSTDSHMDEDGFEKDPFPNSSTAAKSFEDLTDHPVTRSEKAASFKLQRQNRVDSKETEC
PLC-beta3 inh: human PLC-beta3 inhibitors, primary screen, biochemical, fluorescence | 1-phosphatidylinositol 4,5-bisphosphate phosphodiesterase beta-3 (Homo sapiens), Q01970 | Purified PLC-beta3, fluorogenic substrate | inhibition, % at 12.2 µM | 370,000 tested, 0.18% active; in the data active = inhibition above about 11%;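 also: 0% = median of compound wells on plate and 100% = full blocker control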
PLCg1 inh: PLC-gamma1 enzyme inhibitors, primary screen, biochemical, fluorescence, purified enzyme; 1-phosphatidylinositol 4,5-bisphosphate phosphodiesterase gamma-1 (Homo sapiens), P19174; fluorogenic substrate; inhibition, % at 12.2 µM; 370,000 tested, 0.84% active; in the data active = inhibition above about 9.5%
ASAP1 inh: inhibitors of human ASAP1 ArfGAP activity, primary screen, biochemical, fluorescence polarization; Arf-GAP with SH3 domain, ANK repeat and PH domain-containing protein 1 (Homo sapiens), …; ASAP1-stimulated ARF1 GTP hydrolysis, GDP FP detection; inhibition, % at 16.5 µM; 360,000 tested, 0.19% active; AID 624377, 2012; in the data active = inhibition above about 25%;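 also: 0% = vehicle with enzyme and substrate and 100% = no enzyme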
TDP2 inh: human TDP2 enzyme inhibitors, primary screen, biochemical, epi absorbance, recombinant enzyme; Tyrosyl-DNA phosphodiesterase 2 (Homo sapiens), O95551; AID 720702, 2013; T5PNP hydrolysis, p-nitrophenol absorbance 415 nm; 370,000 tested, 0.34% active; inhibition, % at 12.8 µM;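 active = inhibition above the mean of all tested compounds plus 3 SD, set per campaign, cut at about 25% in these data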;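 also: 0% = DMSO with enzyme and 100% = buffer with substrate but no TDP2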
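System – recombinant human TDP2 · Quantity – TDP2 enzyme at 120 nM final · Doses – single concentration, 12.8 µM nominal, with 1% DMSO · Incubation – 2 h at 37 °C · Measured by – epi absorbance of p-nitrophenol freed from T5PNP by hydrolysis · Read-out – % inhibition relative to enzyme-containing and enzyme-free wells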
ADAM10 inh: human ADAM10 inhibitors, primary screen, biochemical, QFRET, HTS; Disintegrin and metalloproteinase domain-containing protein 10 (Homo sapiens), O14672; recombinant ADAM10, EDANS/DABCYL FRET peptide cleavage, 3 h; inhibition, % at 7 µM; 370,000 tested, 0.62% active;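 active = inhibition above a per-campaign cutoff equal to the mean of compounds falling between control-based bounds plus 3 SD, cut at about 20% in these data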;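 also: 0% = DMSO wells while the 100% control is not disclosed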
DDE Tn6 FP inh: inhibitors of Tn6 peptide binding to fibrin DD(E), primary screen, biochemical, fluorescence polarization, human fibrin, Tn6 probe | 370,000 tested, 0.21% active | Fibrinogen beta chain (Homo sapiens), P02675 | AID 720509, 2013 | Fibrin DD(E) TRITC-Tn6 fluorescence polarization displacement | inhibition, % at 8.3 µM;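 active = inhibition above a per-campaign cutoff: mean of compounds within control limits plus 3 SD, cut at about 15% in these data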;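 also: 0% = median of all compound wells on the plate and 100% = blocking peptide control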
Target sequence (P02675 whole entry, looked up): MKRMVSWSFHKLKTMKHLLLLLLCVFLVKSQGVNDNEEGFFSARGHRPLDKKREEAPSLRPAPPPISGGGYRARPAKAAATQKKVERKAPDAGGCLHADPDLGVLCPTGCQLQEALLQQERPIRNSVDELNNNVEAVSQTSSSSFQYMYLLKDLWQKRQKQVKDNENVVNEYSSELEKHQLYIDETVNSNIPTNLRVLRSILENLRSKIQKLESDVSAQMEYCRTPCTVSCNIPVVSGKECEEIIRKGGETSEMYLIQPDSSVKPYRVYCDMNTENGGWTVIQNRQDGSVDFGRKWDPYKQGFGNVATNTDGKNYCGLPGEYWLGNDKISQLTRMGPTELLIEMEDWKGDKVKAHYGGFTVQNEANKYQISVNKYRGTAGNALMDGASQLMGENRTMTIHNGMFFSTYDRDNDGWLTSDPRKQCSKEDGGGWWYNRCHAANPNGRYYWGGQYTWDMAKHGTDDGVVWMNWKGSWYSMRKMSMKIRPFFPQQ
ARFGAP1 inh: inhibitors of rat ARFGAP1 GAP activity, primary screen, biochemical, fluorescence polarization, GDP tracer; 360,000 tested, 0.26% active; inhibition, % at 16.5 µM; Arfgap1-stimulated ARF1 GTP hydrolysis, GDP FP detection; AID 651572, 2012;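 active = inhibition above a per-plate limit, mean inhibition of low control wells plus 3 SD, cut at about 25% in these data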;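 also: 0% = DMSO wells with enzyme and 100% = wells lacking Arfgap1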
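Material – truncated rat Arfgap1 GAP domain · Buffer or medium – HEPES-based buffer, pH 7.5 · Reagent – human ARF1(Δ1-17)-GTP substrate · Dosing – 16.5 µM single point, 1.26% DMSO · Schedule – GTP hydrolysis reaction 2 h at 25 °C · Technique – GDP detection by fluorescence polarization · Benchmarks – No-Arfgap1 wells (100%) versus DMSO full-reaction wells (0%) · Repeats – single replicate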
SIAE primary: human SIAE inhibitors, primary screen, biochemical, fluorescence polarization, FP-Rh probe, 1536-well HTS | Sialate O-acetylesterase (Homo sapiens), Q9HAT2 | SIAE FP-Rh probe binding | inhibition, % at 9.66 µM | 370,000 tested, 0.69% active;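 active = inhibition above a cutoff: mean of compounds within the control limits plus 3 SD of those, cut at about 17% in these data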;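 also: 0% = plate median of compound wells and 100% = probe without SIAE protein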
DDE Tn7 FP inh: inhibitors of Tn7 peptide binding to fibrin DD(E), primary screen, biochemical, fluorescence polarization, human fibrin, Tn7 probe; Fibrinogen beta chain (Homo sapiens), P02675; FP displacement of FITC-Tn7 peptide from fibrin DD(E); 0% = median of compound wells per plate; inhibition, % at 8.3 µM; 370,000 tested, 0.13% active; AID 720508, 2013;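 active = inhibition above the mean of compounds falling within the control limits plus 3 SD of them, cut at about 14% in these data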;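 also: 0% = plate median of compound wells and 100% = 10 µM Aha-Tn7 peptide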
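Assay system: Human clot-derived fibrin DD(E) complex | Buffer or medium: Tris/NaCl/CaCl2 buffer, pH 7.8 | Repeats: One replicate per compound | Benchmarks: Aha-Tn7 high control | Measure: % inhibition scaled between sample-field median and high-control FP | Schedule: 10 min plus 3 h, room temperature | Signal: Fluorescence polarization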
* hit, by the source's call; . = no result given.

SMILES	ADAM17 inh	PLC-beta3 inh	PLCg1 inh	ASAP1 inh	TDP2 inh	ADAM10 inh	DDE Tn6 FP inh	ARFGAP1 inh	SIAE primary	DDE Tn7 FP inh
Cc1ccc(Cl)cc1NC(=O)CCS(=O)(=O)c1ccc2c(c1)n(C)c(=O)c(=O)n2C	-1	-5	-1	6	0	-8	-4	1	-1	1
CC1CN(CCOc2ccccc2C(C)C)CC(C)O1 (stereo not given)	-2	-1	-1	-4	8	0	5	-5	-2	1
O=C(O)c1cccc(NS(=O)(=O)c2ccc(NC(=O)c3ccco3)cc2)c1	0	2	3	-2	9	1	-6	-5	-1	-1
O=C(CN1CCC(C(=O)c2ccc(Cl)cc2)CC1)NC1CCCC1	-2	-9	-1	19	1	0	1	0	-6	-2
CCCc1cc(=O)[nH]c(SCC(=O)c2cc(C)n(CCOC)c2C)n1	1	-4	-1	3	-1	-2	1	6	-1	3
CCN(CC)C(=O)C1CCN(Cc2ccc(Br)cc2)CC1	0	2	4	1	-5	3	1	10	2	-6
O=C(NCCc1ccccc1)c1ccccc1[N+](=O)[O-]	-1	-1	0	2	3	0	-5	-3	4	-9
COc1ccccc1NC(=O)CN1C(=O)NC(CC(C)C)C1=O (stereo not given)	-6	-24	-1	12	1	3	4	7	-5	2
O=C(c1cccnc1)n1nc(-c2ccco2)nc1NCc1cccs1	-2	-5	3	3	-10	13	-5	5	4	-1
CCCn1c(N)c(C(=O)CSc2nncs2)c(=O)[nH]c1=O	2	-4	-1	10	-7	-6	-2	4	-8	-4
Cn1c(=O)c2c(nc(CN3CCN(C(=O)c4ccco4)CC3)n2Cc2ccccc2)n(C)c1=O	-4	-3	-4	-14	1	-11	0	2	1	-6
COCCN(C(=O)COC(=O)Cc1cccc2ccccc12)c1c(N)n(Cc2ccccc2)c(=O)[nH]c1=O	-4	-8	0	1	2	-6	-5	-9	-3	10
CCOc1ccc(NC(=O)C2(c3ccc(OC)c(OC)c3)CCCC2)cc1	1	-5	2	-7	-5	5	-2	-4	-8	-5
O=C1C[C@@H]2c3c(cccc3CN1Cc1ccc(Br)cc1)C[C@@H](O)[C@H]2O	-3	2	-2	0	-2	-1	-5	-17	5	-1
Cc1nc(SCC(=O)NCCc2ccccc2)n[nH]1	1	3	4	-10	17	7	1	3	0	5
C(=N\N1CCN(Cc2ccccc2)CC1)/c1cccnc1	1	5	4	4	-11	1	-1	1	15	-2
O=C(CCc1ccccc1)Nc1nc2n(n1)C(c1ccccc1)CC(=O)N2 (stereo not given)	-1	3	1	9	-13	3	3	12	-3	9
CN(C)Cc1ccccc1Sc1ccc2c(c1)CCCC2	-4	5	3	-2	-13	-2	2	-4	1	-13
COc1ccc(-c2cc(=O)oc3cc(OCC(=O)NCCN4CCOCC4)ccc23)cc1	-4	-56	-33	5	13	-25	-2	10	-2	7
COc1ccc(OC)c(CN(CCCN2CCOCC2)C(=O)Nc2ccccc2)c1	0	2	2	-1	-9	-3	7	5	0	-4

A second format for part of the listing above.
Structure: CN(C)Cc1ccccc1Sc1ccc2c(c1)CCCC2
  ADAM17 inh: -4
  PLC-beta3 inh: 5
  PLCg1 inh: 3
  ASAP1 inh: -2
  TDP2 inh: -13
  ADAM10 inh: -2
  DDE Tn6 FP inh: 2
  ARFGAP1 inh: -4
  SIAE primary: 1
  DDE Tn7 FP inh: -13
Structure: COc1ccc(-c2cc(=O)oc3cc(OCC(=O)NCCN4CCOCC4)ccc23)cc1
  ADAM17 inh: -4
  PLC-beta3 inh: -56
  PLCg1 inh: -33
  ASAP1 inh: 5
  TDP2 inh: 13
  ADAM10 inh: -25
  DDE Tn6 FP inh: -2
  ARFGAP1 inh: 10
  SIAE primary: -2
  DDE Tn7 FP inh: 7

Next structures:
SMILES	ADAM17 inh	PLC-beta3 inh	PLCg1 inh	ASAP1 inh	TDP2 inh	ADAM10 inh	DDE Tn6 FP inh	ARFGAP1 inh	SIAE primary	DDE Tn7 FP inh
Cc1ccc(CNC(=O)c2ccc(CNS(=O)(=O)c3ccc4c(c3)C(C)(C)C(=O)N4C)cc2)o1	1	1	-1	-1	5	-4	8	1	-2	2
Cc1ccc(NC(=O)CSCC(=O)N(C)CCOc2ccc(Cl)cc2)cc1	-1	-7	1	-2	1	0	-1	-7	-3	1
C(=C\c1ccccc1)/C=N/Nc1nc2ccccc2s1	4	-106	-99	22	-21	26*	-9	3	-1	0
CCC(=O)Nc1cccc(C2=NOC3(C2)C[C@H](C(N)=O)N(C(=O)CC#N)C3)c1 (stereo not given in full)	-2	-3	-3	5	-3	-7	5	-4	5	1
Cc1c(C(=O)OCC(=O)Nc2ccc3c(c2)OCO3)cccc1[N+](=O)[O-]	3	-9	-4	18	-4	-1	-1	6	-3	-1
O=C(O)CC(C(=O)O)C(=Cc1ccccc1)c1ccccc1 (stereo not given)	7	0	1	-8	-12	7	-4	1	-6	-9
CCn1nc(C)c(CN2CCC(Oc3ccc(C(=O)N4CCCC4)cc3)CC2)c1C	0	-9	2	-1	11	2	2	7	3	-4
CC1CCCN(C(=O)c2ccc3c(=O)n(C4CCCC4)c(=S)[nH]c3c2)C1 (stereo not given)	-1	-6	-2	-3	1	3	4	-8	2	3
CCOC(=O)Cc1cnc(NC(=O)c2ccccc2)s1	-1	0	-2	6	9	-1	-2	-2	1	2
CCC(C)NC(=S)Nc1ccc2nc(N3CCN(CC)CC3)cc(C)c2c1 (stereo not given)	-43	-50	-29	19	-4	-105	-5	2	6	0
O=C(c1ccccc1)N1CCC(Oc2cccnc2)CC1	-3	0	1	.	5	-2	-1	.	0	4
CC(Cc1n[nH]c(=S)n1N)c1ccccc1 (stereo not given)	1	-1	2	6	19	-2	-3	0	16	-5
COc1ccc(CCNC(=O)CN(C)S(=O)(=O)c2ccc(OC)cc2)cc1	-1	-5	3	-1	11	-5	-6	9	-3	-2
CC(=O)c1ccc(NS(=O)(=O)c2cccc3cccnc23)cc1	-4	5	1	13	3	-9	1	3	0	9
Cc1nnc(NCc2ccco2)c2ccccc12	-1	-30	-23	7	-4	-17	-1	-8	0	-4
CC(C)(C)c1csc(SCC(=O)Nc2ccc(Cl)cn2)n1	1	-5	-2	4	-3	-3	8	13	-6	6
COc1ccc(C2C(C(=O)Nc3ccc(C)c(C)c3)CCC(=O)N2c2ccc(OC)cc2)cc1 (stereo not given)	0	-4	3	.	4	2	-7	.	4	8
Cc1ccc(CN2CCN(Cc3ccc(OCCO)cc3)CC2CCO)o1 (stereo not given)	-3	-3	-14	-8	5	-4	-1	4	2	7
COc1ccccc1CNC(=O)/C=C/c1cc2c(cc1Br)OCO2	-3	-2	1	-6	0	-16	2	1	3	-10
CN1CCN(c2nc3cc(C(F)(F)F)ccc3n3cccc23)CC1	-20	-63	-52	-1	-11	-58	0	-3	9	6
CC1(C)CC2(CCCN(CC(O)(c3ccccc3)c3ccccc3)C2)CCO1 (stereo not given)	-3	-11	1	-12	-13	3	4	6	1	-1
CCOC(=O)N1CCC(C(N)=O)CC1	-5	1	-2	-13	5	0	10	1	-1	2
COc1ccccc1CNC(=O)CCS(=O)(=O)c1cccc2nonc12	-2	0	1	10	3	-8	0	-4	-3	0
CC(C)=CCC/C(C)=C/CNC(=O)C[C@H]1C[C@H](C(=O)N2CCCCC2)[C@@]2(CCc3ccccc3)c3[nH]c4ccc(Cl)cc4c3CCN2C1=O	-5	1	2	-9	-1	-17	5	7	12	5
Cc1ccc(S(=O)(=O)N2CCN(C(=O)COC(=O)CSc3cc(C)ccc3C)CC2)c(C)c1	4	-8	0	-10	-4	5	3	-5	-10	2
Cc1cc(C)c(C#N)c(SCC(=O)Nc2nnc(-c3ccccc3)s2)n1	-12	-70	-56	8	2	-16	-3	-6	0	10
O=C(COc1ccccc1)Nc1nc(-c2ccc(S(=O)(=O)N3CCOCC3)cc2)cs1	3	-37	-29	7	2	10	4	8	-50	-6
O=C(N/N=C/c1ccccc1F)c1cccc2ccccc12	1	-2	7	-3	-5	2	-4	-5	6	-4
CCNC(=O)c1ccc(NC(=O)CC2SC(N3CCCCC3)=NC2=O)cc1 (stereo not given)	-4	-8	3	2	2	2	-4	-6	2	4
CCCn1cc(S(=O)(=O)c2ccccc2)c(=O)c2cc(CC)ccc21	-4	-8	1	-4	7	-12	-7	-4	12	3
O=C(c1ccc(F)c(S(=O)(=O)N2CCOCC2)c1)N1CCN(c2ccc(F)cc2)CC1	0	-4	4	2	-1	-7	-1	3	3	-6
CCOC(=O)CCn1nc(-c2ccccc2)cc1N	-7	0	0	-10	1	-4	3	-8	5	4
CC(O)c1nc2ccccc2n1CCCOc1ccccc1 (stereo not given)	1	0	5	-2	-6	10	0	-8	5	0
CCOC(=O)C1=CCN(S(=O)(=O)c2ccc(C)cc2)C1c1ccc(CC)cc1 (stereo not given)	8.8*	1	1	5	-9	-10	3	3	0	-3
CC(=O)N1CCc2cc(S(=O)(=O)N3CCCCC3C)ccc21 (stereo not given)	0	-4	4	16	-12	5	7	5	8	1
CC1CCN(C(=O)C(=O)Nc2sc3c(c2C(=O)O)CC(C)(C)OC3)CC1	0	-9	-5	2	5	0	4	-7	3	-6
COc1ccc(-n2nnc3c(SC(C(C)=O)C(=O)N(C)C)ncnc32)cc1 (stereo not given)	-1	-9	-2	17	6	-3	-8	-2	1	-7
O=C(CSc1nnc(CCCO)n1-c1ccccc1)NCCc1ccccc1	-4	0	-1	-17	-5	4	-1	7	-6	0
CCOC(=O)N1CCN(C(=O)Cn2cnc3ccccc3c2=O)CC1	1	-1	2	6	1	7	-5	1	1	-2
Cc1nn(Cc2ccc(Cl)c(Cl)c2)c(C)c1NC(=O)c1cc(-c2ccco2)on1	0	-1	9	-1	-4	14	-5	-6	-5	2
O=P(O)(CCc1ccccn1)CN1CCOCC1	-4	-2	-2	6	-2	-5	-6	5	-5	2

Bioassay records as filed in PubChem.
